HCT116 bCat-KO – primary screen for growth suppressors in beta-catenin knockout HCT116 cells (colon tumor, human) | viability, % at 10 µM | 140,000 compounds, 1.5% hits | HCT116 beta-catenin knockout viability, CellTiter-Glo, 60 h; stronger effect = lower value;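 active = viability at or under a set limit, the compound median less 4 SD, cut at about 6% in these data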;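 also: 0% = Hyamine 1622 control at 20 µM and 100% = untreated cell control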
Yeast life ext – compounds extending yeast replicative lifespan, primary screen, S. cerevisiae, OD615. inhibition of the nicotinamide effect, % at 10 µM. S. cerevisiae growth with nicotinamide; deaD strain in restrictive glucose medium. 130,000 compounds, 0.68% hits;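 active = inhibition above a set limit, placed 3 SD over the median of all compounds, cut at about 26% in these data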;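 also: 0% = nicotinamide-treated wells and 100% = cells grown without nicotinamide; some compounds called inactive have numbers as strong as hits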
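Assay system: DeaD-strain S. cerevisiae. Medium: CSMM-D glucose medium, restrictive. Reagent: nicotinamide, 1.5 mM, co-present with compound. Compound: 10 µM single point, 0.25% DMSO. Schedule: culture preincubation 4 h, compound exposure 48 h, both 30 °C. Detection: absorbance at 615 nm.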
MRP-1 activ – H69AR viability gain despite doxorubicin, primary screen, MRP-1 activator project, H69AR cells, CellTiter-Glo | viability rescue | viability increase, % at 10 µM | 140,000 compounds, 0.61% hits;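 active = viability gain under doxorubicin at or above a set limit, the compound median plus 3 SD, cut at about 4.7% in these data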;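 also: MRP-1 overexpressing cells given doxorubicin 25 µM after compound pretreatment; 18-22 h compound pretreatment then 72 h with doxorubicin before readout; 0% = doxorubicin-only wells and 100% = vehicle-treated cells without doxorubicin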
Measles CPE – compounds protecting cells from measles virus cytopathic effect, primary screen, measles RdRp inhibitor project, single point, MLSMR library, absorbance; Measles virus-infected cells, CPE protection; protection (pct of control), % at 4 µM; 140,000 compounds, 1.5% hits; in the data active = protection mostly above about 24%, no sharp cut-off; inactive = mostly below about 26%; also: some compounds called inactive have numbers as strong as hits
GALR2 antag – GALR2 antagonists in receptor-expressing cells, primary screen. antagonist mode. 140,000 compounds, 0.39% hits. inhibition, % at 4 µM. Galanin receptor type 2 (Homo sapiens), O43603; in the data active = inhibition above about 27%;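 also: cells stimulated with galanin 1-16 at roughly its EC80; 0% = agonist challenge control and 100% = basal control without agonist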
Target sequence (O43603 whole entry, looked up): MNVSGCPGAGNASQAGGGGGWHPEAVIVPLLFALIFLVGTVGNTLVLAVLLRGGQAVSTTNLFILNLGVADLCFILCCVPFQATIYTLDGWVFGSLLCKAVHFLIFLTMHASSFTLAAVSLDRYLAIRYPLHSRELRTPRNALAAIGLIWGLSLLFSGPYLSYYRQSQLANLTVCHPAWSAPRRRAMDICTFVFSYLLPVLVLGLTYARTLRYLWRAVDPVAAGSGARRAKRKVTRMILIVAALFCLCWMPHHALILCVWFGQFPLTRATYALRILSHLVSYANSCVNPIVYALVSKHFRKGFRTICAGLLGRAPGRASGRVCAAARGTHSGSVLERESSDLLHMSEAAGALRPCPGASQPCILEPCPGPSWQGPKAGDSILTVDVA
PTEN del growth – growth suppression of PTEN-null HCT116, primary screen, cell-based, CellTiter-Glo; viability, % at 10 µM; AID 827, 2007; HCT116 PTEN-null viability, 60 h; stronger effect = lower value; 140,000 compounds, 1.2% hits;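 active = viability at or below a set limit, 4 SD under the median of all tested compounds, cut at about 3.7% in these data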;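 also: PTEN knockout HCT116 line with beta catenin targeted HCT116 as companion control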
BB579 growth dn – growth inhibitors of yeast BB579 in restrictive medium, primary screen, yeast lifespan-shortening project, S. cerevisiae; OD615, 48 h; inhibition, % at 10 µM; 140,000 compounds, 0.51% hits; AID 804, 2007;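 active = inhibition above a set limit, 3 SD over the mean compound inhibition, cut at about 44% in these data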; also: inactives centre near -24
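System: Saccharomyces cerevisiae DeaD strain BB579, replicative lifespan model yeast | Buffer or medium: Restrictive glucose-based CSMM-D medium | Times: 4 h preincubation and 48 h exposure at 30 °C | Detection: OD615 turbidity measurement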
Phagocyt inh – inhibitors of macrophage phagocytosis, primary screen, imaging, J774A.1 cells, IgG beads | inhibition, % at 5 µM | 110,000 compounds, 0.07% hits | J774A.1 macrophage IgG-bead phagocytosis;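 active = inhibition above the mean of the plate negative controls plus 5 SD, cut at about 13% in these data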;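 also: phagocytic index as fraction of beads internalized from green versus red external bead signal; plate controls were DMSO negative control for no effect and cytochalasin-D positive control for full effect; some results beyond the cut were filed as inactive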
E-sel TNF inh – E-selectin induction blockers in HUVEC – imaging, immunofluorescence, high content, primary screen. HUVEC TNFa-induced E-selectin immunofluorescence. inhibition, % at 2 µM. 120,000 compounds, 0.71% hits. AID 1246, 2008;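 active = inhibition above the batch mean plus 3 SD, and confirmed as a hit on visual image review, cut at about 43% in these data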;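 also: 0% = TNF-stimulated DMSO wells and 100% = unstimulated control wells; not every result past the cut was called active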
NPY Y2 blocker – NPY-Y2 receptor antagonists, primary screen, cell-based; inhibition, % at 2.7 µM; NPY-Y2 expressing cells, antagonist mode; Neuropeptide Y receptor type 2 (Homo sapiens), P49146; 140,000 compounds, 0.99% hits; in the data active = inhibition above about 17%;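 also: 0% = vehicle with agonist challenge and 100% = reference antagonist with challenge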
Target sequence (P49146 whole entry, looked up): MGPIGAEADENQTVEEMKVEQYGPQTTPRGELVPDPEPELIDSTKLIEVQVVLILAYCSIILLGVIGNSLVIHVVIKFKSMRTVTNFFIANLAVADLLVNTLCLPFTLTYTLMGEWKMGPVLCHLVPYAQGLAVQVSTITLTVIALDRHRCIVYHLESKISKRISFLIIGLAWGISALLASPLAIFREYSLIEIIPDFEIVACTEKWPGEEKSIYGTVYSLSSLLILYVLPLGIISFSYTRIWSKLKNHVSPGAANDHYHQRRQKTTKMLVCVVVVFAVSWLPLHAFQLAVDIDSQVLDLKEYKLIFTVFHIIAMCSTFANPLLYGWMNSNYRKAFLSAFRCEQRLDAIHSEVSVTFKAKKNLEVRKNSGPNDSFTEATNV
An asterisk follows results filed as active; . = no result given.

SMILES	HCT116 bCat-KO	Yeast life ext	MRP-1 activ	Measles CPE	GALR2 antag	PTEN del growth	BB579 growth dn	Phagocyt inh	E-sel TNF inh	NPY Y2 blocker
Cc1ccsc1/C=N/Nc1ncc(Cl)cc1Cl	20	-21	-4.9	4	17	10	-38	-2	.	0
CC(=O)C1=C(C)NC(C)=C(C(C)=O)C1c1cccs1	96	-13	-0.9	10	2	92	-11	0	-23	1
O=C(CCCSc1nc2ccccc2[nH]1)NCc1ccccc1Cl	83	-1	-1.3	8	7	84	-6	-12	.	4
O=C(NCCc1csc(-c2cccnc2)n1)c1ccc(Br)o1	100	-4	-3.7	0	-1	95	-16	-2	1	6
Cc1ccc(-c2ccc(C(=O)O)[nH]2)cc1	107	-13	0.7	2	-11	100	37	0	.	11
CN1CCN(S(=O)(=O)c2ccc(NC(=O)Nc3cccc(Cl)c3)cc2)CC1	22	-17	-2.5	10	-5	24	11	0	-6	-4
COC(=O)[C@@H](NC(=O)NCc1ccco1)C(C)C	95	-12	0.2	20	-2	103	-36	-1	.	9
CCC1CCCCN1C(=S)NC1CCCCC1 (configuration not stated)	89	4	-1.1	15	-4	85	-35	.	-5	-1
COc1ccc(CCNC(=O)C(C(=O)c2ccccc2)n2ccccc2=O)cc1OC (configuration not stated)	97	-3	0.1	13	-1	94	-32	-1	.	0
O=[N+]([O-])c1cc2c(c(CSc3nnc4ccccn34)c1)OCOC2	84	-1	-1.1	4	-1	86	-34	0	4	-1
COCCN(CCOC)c1ncnc2c1cnn2-c1ccc(Cl)cc1	93	-9	1.2	4	-15	105	4	1	.	2
CCOc1ccc(CC(=O)Nc2c(C(N)=O)oc3ccc(Br)cc23)cc1OCC	55	2	-4.2	17	-8	54	-21	0	.	1
O=C(Oc1ccc(Br)cc1)C1CC(=O)N(c2ccc(F)cc2)C1 (configuration not stated)	96	-8	-0.7	2	-4	104	-14	3	24	3
Cn1c(SCC(=O)NCc2ccc3c(c2)OCO3)nnc1-c1cc2ccccc2cc1O	84	2	0.6	8	-5	77	-22	.	-17	6
Cc1ccc(CNCC2CCCO2)s1 (configuration not stated)	93	-3	-0.4	3	9	102	-37	0	12	1

Exported with values under each structure: 2 of the compounds above
Values in the order – HCT116 bCat-KO | Yeast life ext | MRP-1 activ | Measles CPE | GALR2 antag | PTEN del growth | BB579 growth dn | Phagocyt inh | E-sel TNF inh | NPY Y2 blocker
- CN1CCN(S(=O)(=O)c2ccc(NC(=O)Nc3cccc(Cl)c3)cc2)CC1
 : 22 | -17 | -2.5 | 10 | -5 | 24 | 11 | 0 | -6 | -4
- Cc1ccc(CNCC2CCCO2)s1 (configuration not stated)
 : 93 | -3 | -0.4 | 3 | 9 | 102 | -37 | 0 | 12 | 1

(further entries)
SMILES	HCT116 bCat-KO	Yeast life ext	MRP-1 activ	Measles CPE	GALR2 antag	PTEN del growth	BB579 growth dn	Phagocyt inh	E-sel TNF inh	NPY Y2 blocker
COc1ccccc1NC(=O)N1CCCC(c2nc3c(nnn3Cc3ccc(C)cc3)c(=O)[nH]2)C1 (configuration not stated)	64	-6	-1.1	18	-9	65	-17	-1	.	1
CCn1c(C)nc2cc(C(=O)NNS(=O)(=O)c3ccc(C)cc3C)ccc21	110	-12	-1.3	14	-19	108	-27	.	9	-1
C=CCN(CC=C)CCOc1cccc2ccccc12	78	0	-1.4	7	9	92	-12	.	15	13
CCc1c(C)sc(NC(=O)CSc2nc3c(c(C(F)(F)F)n2)CCc2ccccc2-3)c1C#N	54	-8	-1.0	7	4	60	-65	1	0	-1
CCOc1ccccc1C(=O)Nc1cc(OC)ccc1OC	94	-7	-2.5	21	-1	79	-22	-1	.	7
CCOC(=O)Cc1nnc(NC(=O)C(CC)Sc2nc(C)cc(C)n2)s1 (configuration not stated)	92	-6	-1.3	7	2	101	10	-1	.	1
Cc1ccc(NC(=O)C(OC(=O)c2ccccc2Cl)c2ccccc2)cc1Cl (configuration not stated)	59	6	-1.8	5	-11	69	-36	-11	.	-1
COC(=O)c1ccccc1NC(=S)N(Cc1ccc2c(c1)OCO2)Cc1cc2cc(OC)ccc2[nH]c1=O	75	8	-5.2	8	14	73	-43	-4	.	3
Cc1cccc(NC(=O)CN(C)S(=O)(=O)c2cnc[nH]2)c1	88	-8	-2.6	5	-3	85	-14	.	2	3
CC(O)CN(C)CC/C=C1/c2ccccc2CSc2ccccc21 (configuration not stated)	48	-4	-4.3	2	-3	44	10	6	-14	9
O=C1c2ccccc2C(Nc2ccccc2)N1c1ccc(Cl)cn1 (configuration not stated)	79	-3	1.5	16	-9	88	6	.	5	1
Cc1sc(NC(=S)NC(=O)C2CCCCC2)c(C(N)=O)c1C	96	3	-1.1	10	4	98	-24	-7	.	8
CCS(=O)(=O)CCSc1nc(C)cc(C)n1	102	-6	-2.2	7	7	99	-28	0	21	3
N/C(Cc1ccc([N+](=O)[O-])cc1)=N\OC(=O)COc1ccc2ccccc2c1	93	-8	-1.0	20	-6	87	-29	-2	63*	16
COc1cc(CN2C(=S)NC(C)(C)CC2(C)O)cc(OC)c1 (configuration not stated)	93	-3	-1.5	1	7	107	-15	.	-40	4
Cc1ccc([N+](=O)[O-])cc1NC(=O)CN1CCCCC1	96	1	-2.7	12	-6	102	-32	.	.	1
CC(C)[C@H](NC(=O)OCc1ccccc1)C(=O)OCC(=O)Nc1c(F)cccc1F	87	-4	0.3	3	1	87	-6	-12	7	1
COc1cccc(C2=NOC(C(=O)NCc3cccs3)C2)c1 (configuration not stated)	84	-6	-4.9	6	8	92	-17	2	7	7
CCCCNC(=O)N1CCc2ccccc2C1	98	-2	-3.2	2	-3	93	-39	-3	-2	1
COCCCNC(=O)C(=O)N/N=C/c1ccc(OCC(=O)Nc2cccc(Cl)c2C)c(OC)c1	107	-7	0.2	1	4	89	-1	.	-48	1
COc1ccc(C(=O)CSc2nnc(-c3cc4ccccc4cc3O)n2Cc2ccco2)cc1	30	3	0.1	20	-8	24	-54	-1	9	14
Cc1cc(/C=C(\C#N)C(=O)NC2CCCCCC2)c(C)[nH]1	82	-3	-0.9	24	-11	76	-5	.	-4	3
N#Cc1nc(Cc2ccccc2)oc1N1CCC(Cc2ccccc2)CC1	75	1	3.8	5	-10	83	-38	-2	31	12
CCCCn1c(CNC(=O)C23CC4CC(CC(C4)C2)C3)nnc1SCC(=O)Nc1nnc(C)s1	88	-4	-1.9	4	13	98	-13	0	.	2
Cc1ccc(C(=O)NCC(=O)OCC(=O)Nc2ccc(Cl)cc2C(F)(F)F)cc1C	94	2	-0.7	7	5	97	-38	-3	.	0
COc1ccccc1-c1nnc2n1N=C(C)CS2	100	2	-0.7	6	-2	107	-56	-1	-31	3
COc1cc(NC(=O)c2ccccc2)c(OC)cc1NC(=O)CN1CCN(c2ccccn2)CC1	76	-21	-3.1	4	-21	71	-27	.	1	-1
CCOC(=O)C1=C(CC)Nc2ccccc2N=C1NC(=O)Nc1ccccc1OC	103	-21	-2.6	10	-2	97	-16	-1	11	2
COc1cc(S(=O)(=O)N(Cc2ccc(C)cc2)Cc2ccco2)ccc1-n1cnnn1	99	-5	-0.7	9	5	94	-47	-1	14	1
COC(=O)c1nc(-c2ccccc2)n[nH]1	103	-4	1.7	3	-7	108	-72	0	9	2
CCCCn1c(NC(=O)C2CCCCC2)nc2ccccc21	5.2*	-8	-4.2	36	-1	9	-11	.	-18	2
NC1=NC2(CCCCC2)N=C(Nc2ccc(Br)cc2)N1	22	-1	-1.8	12	-5	18	-28	-2	.	0
CCc1cccc(CC)c1NC(=O)C(NS(=O)(=O)c1cccs1)c1ccccc1 (configuration not stated)	76	1	-2.6	8	-3	70	-29	-7	-1	13
C=CCn1c(SCC(=O)c2ccc(OC)cc2)nnc1C(C)NC(=O)c1cccs1 (configuration not stated)	83	-17	-1.5	10	4	81	-37	0	-10	2
COc1cc(OC)c(NC2=NCCCCC2)cc1Cl	89	-7	-0.9	8	10	99	-26	1	1	2
CCn1c2ccccc2c2cc(NC(=S)N3CCOCC3)ccc21	56	-27	-3.7	2	4	44	-47	.	.	-2
COc1ccc(NC(=O)c2ccccn2)cc1	85	-16	-0.1	7	3	82	-15	1	-46	7
CCOc1ccccc1OCCN1CCC(Cc2ccccc2)CC1	48	4	-3.0	6	9	49	-13	.	-3	17*
Cc1nn(-c2ccccc2)c2sc(C(=O)NC3CCCCC3)cc12	86	-10	0.1	5	10	90	-91	-1	12	4
CCOC(=O)C1=C(CSc2nc3ccccc3s2)NC(=O)NC1c1cc(C)ccc1C (configuration not stated)	62	-11	3.4	5	-10	64	-49	.	-43	2
Cc1ccc(C)c(C(=O)CSc2n[nH]c(-c3ccncc3)n2)c1	98	-2	-4.5	15	8	101	-4	0	-1	6
COc1ccc(OC)c(S(=O)(=O)N2CCCC(C)C2)c1 (configuration not stated)	92	.	-3.0	6	4	87	-5	.	-27	4
Cc1ccc(S(=O)(=O)NCCC(=O)NCCN2CCCCCC2)cc1	105	2	-0.8	5	6	94	12	3	-5	3
CC(C)(C)c1ccc(S(=O)(=O)Nc2cccc(C3OCCCO3)c2)cc1	86	0	-3.1	3	6	87	-8	-6	-54	3
CCOC(=O)c1c(NC(=O)Cc2cccs2)sc(C(=O)NC2CCCC2)c1C	84	-3	0.9	2	9	85	-39	2	9	1
COc1cccc(S(=O)(=O)NCc2ccc(C(=O)Nc3ccc(C)cc3)cc2)c1	71	-5	-6.2	9	5	57	-23	1	-50	0
C=CCOc1c(Br)cc(/C=N/n2c(CC)n[nH]c2=S)cc1Br	87	-1	-1.2	6	8	88	-18	2	.	9
COc1ccc(CNC(=O)c2ccccc2[N+](=O)[O-])cc1	113	-11	-1.8	4	-5	100	-32	-5	23	0
Cc1c(C#N)c2ncn(Cc3ccccn3)c(=O)c2n1-c1ccccc1	82	-26	-3.2	24	2	87	-3	.	-1	-2
COc1cccc(NC(=O)CN2C(=O)COc3ccc(Cl)cc32)c1	84	-1	-2.0	29	9	77	-39	0	.	3
Cc1cc2cc(CCNC(=O)c3cccs3)c(=O)[nH]c2cc1C	40	2	-0.9	6	2	77	-23	.	6	1
CCCn1nc(CC(=O)O)c2ccccc2c1=O	94	-2	-0.1	14	-1	109	-54	-1	-7	3
O=C(NCCCN1CCOCC1)C(Sc1ccccc1)c1ccccc1 (configuration not stated)	105	-5	0.3	17	-4	100	-12	1	-63	7
Cc1ccc(NC(=O)CC(NCCN2CCOCC2)C(=O)O)cc1Cl (configuration not stated)	96	-5	1.1	28	3	104	-2	.	-20	0
CCn1c(-c2ccc(N)cc2)nc2ccccc21	94	-8	-1.8	20	13	95	-6	0	.	3
CCOC(=O)C1=C(CSc2nc3c(cc2C#N)CCC3)OC(N)=C(C#N)C1c1ccccc1 (configuration not stated)	99	-9	-5.1	5	7	84	-13	.	-21	-2
